ERAP1 inh – inhibitors of human ERAP1 aminopeptidase | AID 652197 | inhibition, % at 10.7 µM | 340,000 tested, 0.15% active | Q9NZ08 | recombinant ERAP1, Leu-AMC fluorescence, 60 min;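 active = mean replicate inhibition of at least 30%, or all replicates individually reaching that 30% level; inactive = mean below 30% and not every replicate reaching it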;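 note: 0% = neutral control wells and 100% = L-leucinethiol positive control wells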
Target sequence (Q9NZ08 whole entry, looked up): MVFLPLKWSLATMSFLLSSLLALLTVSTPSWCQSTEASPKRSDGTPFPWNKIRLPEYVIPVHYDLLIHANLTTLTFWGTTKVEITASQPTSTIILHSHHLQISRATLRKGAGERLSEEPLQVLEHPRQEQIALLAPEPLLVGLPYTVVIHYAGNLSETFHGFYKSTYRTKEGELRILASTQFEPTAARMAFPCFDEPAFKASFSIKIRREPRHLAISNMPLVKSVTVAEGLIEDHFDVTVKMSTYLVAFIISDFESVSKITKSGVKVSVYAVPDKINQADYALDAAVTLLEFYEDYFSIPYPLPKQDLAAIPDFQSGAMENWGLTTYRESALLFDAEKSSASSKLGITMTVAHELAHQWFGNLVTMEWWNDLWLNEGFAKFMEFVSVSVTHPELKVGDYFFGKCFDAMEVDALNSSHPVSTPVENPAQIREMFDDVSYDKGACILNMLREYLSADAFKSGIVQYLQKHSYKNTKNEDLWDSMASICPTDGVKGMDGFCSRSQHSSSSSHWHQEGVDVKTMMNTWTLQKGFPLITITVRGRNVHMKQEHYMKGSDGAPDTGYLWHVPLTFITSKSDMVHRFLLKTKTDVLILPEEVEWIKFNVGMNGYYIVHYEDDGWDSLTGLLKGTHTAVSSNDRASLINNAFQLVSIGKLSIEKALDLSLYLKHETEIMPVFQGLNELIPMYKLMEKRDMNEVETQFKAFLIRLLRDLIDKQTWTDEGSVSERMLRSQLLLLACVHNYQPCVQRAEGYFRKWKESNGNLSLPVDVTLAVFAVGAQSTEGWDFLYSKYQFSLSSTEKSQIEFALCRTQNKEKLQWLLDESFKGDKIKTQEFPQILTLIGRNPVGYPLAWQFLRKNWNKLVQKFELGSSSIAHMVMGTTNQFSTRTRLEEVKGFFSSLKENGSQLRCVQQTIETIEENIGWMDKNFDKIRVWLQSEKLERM
ERp5 block – inhibitors of human ERp5. ERp5 insulin aggregation, absorbance 650 nm, 90 min. inhibition, % at 9.99 µM. 350,000 tested, 0.05% active. AID 651711. Q15084;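 active = mean replicate inhibition above about 25%, with every replicate also reaching it, limit read from the data, passing the limit was not always enough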
Casp6 inh – blocks human caspase-6 cleavage activity. P55212. purified caspase-6, Z-VEID-R110 cleavage fluorescence. inhibition, % at 12.5 µM. 350,000 tested, 0.53% active;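 active = mean inhibition across replicates at least about 35%, with every replicate also reaching that limit, limit read from the data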;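 note: 0% = median of neutral control wells and 100% = no fluorescence left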
miR122 inh – miR-122 inhibition in Huh7 cells; Huh7 miR-122 Renilla luciferase sensor, 48 h; neutral wells = 0, positive control = 100; activation (reporter increase), % at 12.5 µM; 340,000 tested, 0.3% active;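 active = mean replicate activation score at least 90 and every replicate individually at or above 90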;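 note: higher luciferase means less miR-122 activity so hits act as miR-122 inhibitors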
F508del corr – CFTR F508del correction in bronchial cells; CFBE cells, YFP halide quenching; stimulated with forskolin plus potentiator P3; % fluorescence drop versus neutral controls; activity (quench increase), % at 7.58 µM; 350,000 tested, 0.36% active;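 active = mean added fluorescence quench of at least 8% versus neutral control, with both replicates also reaching 8%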;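 note: cells transiently co-express mutant CFTR-F508del with the halide-sensitive YFP; corrector assay measuring rescue of mutant channel to the surface after 24 h compound exposure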
SIRT5 block – blocks human SIRT5 desuccinylation of peptide. Purified SirT5, succinyl-peptide AMC, trypsin-coupled fluorescence. inhibition, % at 15 µM. 330,000 tested, 1.1% active. AID 652115; in the data active = inhibition above about 15%
DENV2 CPE – protects cells from dengue virus 2 cytopathic effect | DENV2-infected cells, cytopathic effect rescue, plate reader | CPE inhibition, % at 9.99 µM | 350,000 tested, 1.7% active | AID 651640; in the data active = CPE inhibition above about 20%, passing the limit was not always enough; tested in BHK-21 cells;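 note: 0% = median of neutral control wells and 100% = median of positive control wells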
* = called active by the depositor; / = not tested or not shown; [ ] = another dose, or the depositor's remark.

SMILES | ERAP1 inh | ERp5 block | Casp6 inh | miR122 inh | F508del corr | SIRT5 block | DENV2 CPE
C[C@@H]1CCCCO[C@H](CN(C)C(=O)Cc2ccccc2)[C@@H](C)CN([C@@H](C)CO)C(=O)c2cc(NC(=O)CCCN(C)C)ccc2O1 | -3 | 1 | -3 | -5[16.7 µM] | -0.3 | -2 | -1
COCCn1cc(C(=O)NCCCOC(C)C)c2c3ccccc3n(C)c2c1=O | 0 | 7 | 0 | 1 | -2.6 | -12 | 5
COc1ccc(/C=C/CN2CCN(Cc3ccccc3)C(CCO)C2)cc1 (configuration not stated) | -4 | -6 | 0 | 8 | 0.9 | -2 | -4
CC(C)CN(C(=O)COC(=O)CCSc1ccc(F)cc1)c1c(N)n(Cc2ccccc2)c(=O)[nH]c1=O | 0 | 1 | -2 | -3 | -1.5 | -2 | 0
Cc1ccc(C)c(N2CCN(S(=O)(=O)c3ccc4c(c3)NC(=O)CO4)CC2)c1 | 0 | 3 | -1 | 4 | 1.0 | -1 | 5
O=C(Nc1ccccc1Oc1ccsc1C(=O)O)c1ccccc1 | -4 | 3 | / | / | 1.8 | -2 | 0
C=CCn1c(SCC#N)nnc1-c1ccc2ncccc2c1 | 0 | -5 | 5 | / | -0.6 | -2 | -5
O=C(C[C@@H]1C[C@@H]2c3cc(NC(=O)c4ccc5c(c4)OCO5)ccc3O[C@@H]2[C@H](CO)O1)NCc1cccnc1 | 0 | -4 | 0 | 2[16.7 µM] | -1.8 | -40 | -4
Oc1c(N=Nc2ccccc2)sc2ccccc12 | / | 1 | -1 | 7 | -4.2 | -6 | /
Cc1cc(S(=O)(=O)NC(C)C)ccc1OCC(=O)NCc1ccccc1 | 2 | -6 | 1 | 44 | -4.0 | 1 | 1
C[C@]12CC[C@@H]3c4ccc(O)cc4CC[C@H]3[C@@H]1CC[C@@H]2O | 0 | -2 | 3 | 2 | 0.3 | -3 | -2
CCOC(=O)c1c(-c2ccccc2)csc1NC(=O)c1ccc(S(=O)(=O)N2CCOCC2)cc1 | 1 | -3 | 1 | -3 | 5.3 | -3 | 2
O=C(Cc1ccc(F)cc1)Nc1nnc(-c2ccc(F)cc2)o1 | -1 | 0 | -1 | / | -0.1 | -1 | 2
CCCNC(=O)NC(=O)c1cnccc1C(F)(F)F | / | 2 | -3 | 3 | -0.2 | 0 | -3
O=C(NNC(=O)c1cccc(C(F)(F)F)c1)c1ccc(-n2cnnn2)cc1 | 1 | 4 | 0 | 1 | 0.2 | / | 0
COc1ccc(NC(=O)N(C)C[C@@H]2Oc3ncc(C4=CCCC4)cc3C(=O)N([C@H](C)CO)C[C@@H]2C)cc1 | -2 | 4 | 3 | -3[16.7 µM] | -1.5 | -4 | 2
COCCN(C(=S)Nc1ccc(C)cc1C)C(C)c1ccco1 (configuration not stated) | / | -1 | 0 | 1 | 0.1 | -4 | -1
Cc1noc(C)c1S(=O)(=O)N(C)C[C@@H]1Oc2ccc(NS(=O)(=O)c3cccs3)cc2CC(=O)N([C@@H](C)CO)C[C@H]1C | -1 | 6 | / | -5[16.7 µM] | -1.6 | 5 | -14
COc1ccc(C(=O)NCC2CCCN2S(=O)(=O)c2cccs2)cc1OC (configuration not stated) | 1 | -1 | -2 | -6 | -0.3 | -2 | 18
Cc1ccccc1-c1nc2ccccc2c(=O)o1 | 0 | 8 | 1 | 1 | -2.6 | / | -6
CC(C)N(C1=CC(=O)OC12CCCCC2)C(C)C | 5 | 2 | 2 | -5 | 1.2 | 1 | -2
CN(C)C(=O)[C@@H]1[C@@H](CO)[C@@H]2Cn3c(ccc(C4=CCCCC4)c3=O)[C@H]1N2Cc1ccccc1 | 0 | 2 | -2 | 6[16.7 µM] | -1.9 | -35 | 1
COc1ccc(CSc2nnc(-c3ccncc3)n2C)cc1F | 1 | 1 | 0 | / | -1.1 | -4 | 1
O=C(C[C@@H]1C=C[C@H](NC(=O)CCN2CCCCC2)[C@@H](CO)O1)Nc1ccccc1 | 0 | 11 | 0 | / | 0.1 | -2 | -3
CC(=O)C1=C(O)C(=O)N(c2ccc(Br)cc2)C1c1ccc(Cl)cc1 (configuration not stated) | 6 | 1 | 4 | / | 2.0 | -2 | 1

Looked up above.
CCCNC(=O)NC(=O)c1cnccc1C(F)(F)F | ERp5 block = 2
C[C@@H]1CCCCO[C@H](CN(C)C(=O)Cc2ccccc2)[C@@H](C)CN([C@@H](C)CO)C(=O)c2cc(NC(=O)CCCN(C)C)ccc2O1 | miR122 inh = -5[16.7 µM]
COCCn1cc(C(=O)NCCCOC(C)C)c2c3ccccc3n(C)c2c1=O | ERp5 block = 7

Back to the main list with the two entries that preceded the break.
SMILES | ERAP1 inh | ERp5 block | Casp6 inh | miR122 inh | F508del corr | SIRT5 block | DENV2 CPE
O=C(C[C@@H]1C=C[C@H](NC(=O)CCN2CCCCC2)[C@@H](CO)O1)Nc1ccccc1 | 0 | 11 | 0 | / | 0.1 | -2 | -3
CC(=O)C1=C(O)C(=O)N(c2ccc(Br)cc2)C1c1ccc(Cl)cc1 (configuration not stated) | 6 | 1 | 4 | / | 2.0 | -2 | 1
C[C@H]1CN([C@@H](C)CO)C(=O)Cc2cc(NS(C)(=O)=O)ccc2O[C@H]1CN(C)C(=O)Nc1ccc(C(F)(F)F)cc1 | 3 | -1 | 3 | 8[16.7 µM] | -1.6 | 9 | 3
CCOc1ccc(CCNC(=O)c2oc3c(c2C)-c2[nH]ncc2CC3)cc1OCC | 5 | -4 | 0 | -6 | -0.1 | -2 | -1
CCCN1CCCCC(NC(=O)COCc2ccccc2)C1=O (configuration not stated) | -2 | 1 | 0 | / | -3.2 | / | -2
CC(C)NC(=O)N[C@H]1CC[C@@H](CC(=O)NCc2ccc(Oc3ccccc3)cc2)O[C@H]1CO | 3 | 1 | -2 | / | 3.2 | 1 | 7
O=C(CC1CC1)N1[C@@H](CO)[C@@H](c2ccccc2)C12CN(Cc1ccccc1)C2 | 0 | 6 | 3 | / | -2.2 | -7 | 5
CO[C@@H]1CN(C)C(=O)c2cc(NC(C)=O)ccc2OC[C@H](C)N(S(C)(=O)=O)C[C@H]1C | 0 | 3 | -4 | / | -0.4 | 4 | -3
COc1ccc(NC(=O)N2CCCCN3[C@H](C2)[C@H](c2ccc(C#CCC(C)C)cc2)[C@@H]3CO)cc1 | -1 | 4 | 0 | 6[16.7 µM] | 1.5 | 5 | -26
COc1cccc(NC(=O)N2CC[C@@H]3[C@@H](CO)N(C)c4ccc(-c5ccccc5)cc4[C@@H]32)c1 | 0 | -3 | -6 | 8[16.7 µM] | 3.2 | 2 | -10
CN1CCN(S(=O)(=O)c2cccc(C(=O)Nc3cc(C(N)=O)cc(C(N)=O)c3)c2)CC1 | -5 | 5 | 19 | 4 | 2.5 | -2 | 6
CCOC(=O)N1CCN(Cc2c(O)ccc3ccccc23)CC1 | 0 | 6 | 1 | 8 | 0.2 | -7 | 3
O=C(c1cccc(F)c1)N1CCCC(C(=O)N2CCCCCC2)C1 (configuration not stated) | -6 | 2 | 0 | -1 | -0.4 | 27* | 3

Entries above shown as hits in SIRT5 block:
SMILES | ERAP1 inh | ERp5 block | Casp6 inh | miR122 inh | F508del corr | SIRT5 block | DENV2 CPE
O=C(c1cccc(F)c1)N1CCCC(C(=O)N2CCCCCC2)C1 (configuration not stated) | -6 | 2 | 0 | -1 | -0.4 | 27* | 3

One compound at a time, as listed above.
`CC(C)CN(C(=O)COC(=O)CCSc1ccc(F)cc1)c1c(N)n(Cc2ccccc2)c(=O)[nH]c1=O` across the screens: ERAP1 inh = 0; ERp5 block = 1; Casp6 inh = -2; miR122 inh = -3; F508del corr = -1.5; SIRT5 block = -2; DENV2 CPE = 0
`CN(C)C(=O)[C@@H]1[C@@H](CO)[C@@H]2Cn3c(ccc(C4=CCCCC4)c3=O)[C@H]1N2Cc1ccccc1` across the screens: ERAP1 inh = 0; ERp5 block = 2; Casp6 inh = -2; miR122 inh = 6[16.7 µM]; F508del corr = -1.9; SIRT5 block = -35; DENV2 CPE = 1
